TRHR ag = TRH receptor (human) agonism | P34981 | TRHR cells, calcium flux fluo-8, FDSS agonist mode | activation, % at 2 µM | 360,000 compounds, 0.18% hits; in the data active = activation above about 30%; note: 0% is about no effect
Target sequence (P34981 whole entry, looked up): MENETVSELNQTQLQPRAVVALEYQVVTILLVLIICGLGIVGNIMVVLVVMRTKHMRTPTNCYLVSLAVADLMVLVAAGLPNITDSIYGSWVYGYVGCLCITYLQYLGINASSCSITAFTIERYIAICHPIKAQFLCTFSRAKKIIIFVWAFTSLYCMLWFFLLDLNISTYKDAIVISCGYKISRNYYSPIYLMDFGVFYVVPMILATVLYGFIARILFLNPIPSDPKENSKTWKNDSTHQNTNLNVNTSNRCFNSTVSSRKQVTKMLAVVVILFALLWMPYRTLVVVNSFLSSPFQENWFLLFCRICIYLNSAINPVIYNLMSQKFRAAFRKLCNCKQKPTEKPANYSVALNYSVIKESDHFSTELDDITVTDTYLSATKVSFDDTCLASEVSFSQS
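TRHR-expressing cells, plated overnight in medium with 10% serum, were loaded with fluo-8 calcium dye at room temperature. After a 10 s baseline, library compound was pin-added and calcium release was recorded kinetically (ex 480/em 530) as agonist response.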
D2 agonist = agonists of human D2 dopamine receptor. HEK293 T-REx D2 cells, calcium flux agonist mode. activation, % at 2 µM. 340,000 compounds, 0.53% hits;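 active = activation over 3 SD above normal in the single-dose calcium agonist read, cut at about 30% in these data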; note: 0% is about no effect
Target sequence (P14416 whole entry, looked up): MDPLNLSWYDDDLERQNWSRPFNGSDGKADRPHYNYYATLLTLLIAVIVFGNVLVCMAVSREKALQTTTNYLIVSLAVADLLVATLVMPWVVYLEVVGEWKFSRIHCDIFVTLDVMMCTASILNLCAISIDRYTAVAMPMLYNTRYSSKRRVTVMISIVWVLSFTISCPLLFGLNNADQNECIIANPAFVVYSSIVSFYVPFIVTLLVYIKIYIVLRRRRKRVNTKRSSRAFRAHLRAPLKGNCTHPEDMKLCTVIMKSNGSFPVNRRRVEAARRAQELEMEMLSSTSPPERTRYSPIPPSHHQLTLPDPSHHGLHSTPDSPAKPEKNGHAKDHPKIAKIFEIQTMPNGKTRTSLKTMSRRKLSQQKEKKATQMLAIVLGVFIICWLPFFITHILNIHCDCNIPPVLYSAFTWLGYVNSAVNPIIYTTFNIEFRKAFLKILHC
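Tetracycline-induced HEK293 T-REx cells with force-coupled D2 receptor, plated overnight at 30 C, loaded with no-wash calcium dye. After a 10 s baseline, compound was pin-added and calcium flux read kinetically for 180 s; calcium rises flagged agonists.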
D2 antagonist = antagonizes the human D2 dopamine receptor. P14416. HEK293 TREx D2 cells, calcium flux, dopamine EC80. inhibition, % at 10 µM. 340,000 compounds, 2% hits. AID 485344; in the data active = inhibition above about 30%; note: 0% is about no effect
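Compounds are added to dye-loaded, induced HEK293 T-REx cells coupled to calcium release via D2; after a 3 min kinetic read an EC80 dopamine stimulus is given and fluorescence is recorded for 3 more min.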
rTrxR1 inhibitor = rat TrxR1 inhibition | O89049 | recombinant rTrxR1, NADPH fluorescence consumption, selenite substrate | Potency, µM (series often up to 114 µM), without a hit: at the highest dose activity change, negative = inhibition, actives largely listed as inhibitors | 390,000 compounds, 1% hits | AID 588453; note: potency is the fitted concentration of half-maximal effect; % is set by controls: 0 for no effect and ±100 for the full control effect; nearly all actives have a fitted effect of over 65% in size
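Rat TrxR1 (90 nM in the dispensed reagent) was pre-reduced with 400 uM NADPH for 5 min at room temperature, then incubated with compound for 15 min. After 400 uM selenite was added, NADPH fluorescence (Ex 340/Em 450 nm) was followed for 8 min.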
USP1 inh = blocks the human USP1/UAF1 deubiquitinase complex | recombinant USP1/UAF1, Ub-Rhodamine cleavage fluorescence | 390,000 compounds, 0.23% hits | Potency, µM (top dose mostly 57.1 µM), for the others: at the highest dose activity change, negative = inhibition, actives largely listed as inhibitors; note: potency is the fitted concentration of half-maximal effect; % is set by controls: 0 for no effect and ±100 for the full control effect; nearly all actives have a fitted effect of over 60% in size; inactives centre near -12
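Step one: compound is pinned into 1nM USP1/UAF1 in HEPES pH 7.8 buffer with TCEP. Step two: 15 min room-temperature incubation. Step three: Ub-Rho (150nM final) starts cleavage, tracked by fluorescence over six one-minute reads.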
IDH1 R132H inh = human IDH1 R132H inhibition | IDH1-R132H enzyme, NADPH consumption, diaphorase/resazurin fluorescence | Potency, µM (titrated, usually from 76.6 µM), without a hit: at the top dose activity change, negative = inhibition, usual class: inhibitors | O75874 | 390,000 compounds, 0.093% hits | AID 602179; note: potency is the fitted concentration of half-maximal effect; % is set by controls: 0 for no effect and ±100 for the full control effect; nearly all actives have a fitted effect of over 65% in size
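IDH1-R132H (0.5 ug/mL) preincubated 30 min with compound, then NADPH (0.016 mM) and alpha-KG (2 mM) added; 80 min at RT, pH 7.5. Remaining NADPH coupled via diaphorase/resazurin to fluorescence (540/590 nm); concentration-response curves normalized to no-enzyme control.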
TRHR enhancer = TRH receptor (human) allosteric enhancement | P34981 | TRHR cells, fluo-8 calcium fluorescence, EC20 TRH enhancement | enhancement, % at 2 µM | 360,000 compounds, 0.66% hits | AID 493056; in the data active = enhancement above about 30%; note: 0% is about no effect
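TRHR-expressing cells loaded with fluo-8 calcium dye were read kinetically (ex 480/em 530) during compound addition, then stimulated with an EC20 of TRH (10 nM final). Enhancement of the Gq-mediated intracellular calcium response was scored.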
TrxR1 substrate = rat thioredoxin reductase 1 substrate activity | purified TrxR1 substrate turnover, NADPH consumption readout | Potency, µM (top dose mostly 114 µM), for inactives: at the highest dose activity change, negative = substrate turnover | 390,000 compounds, 0.01% hits; note: potency is the fitted concentration of half-maximal effect; % is set by controls: 0 for no effect and ±100 for the full control effect; nearly all actives have a fitted effect of over 50% in size
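Rat TrxR1, dispensed at 90 nM, was prereduced with 400 uM NADPH (final) for 5 min at ~22 deg C, then incubated with compound 15 min before 400 uM selenite. A first-read NADPH fluorescence drop versus no-compound background flagged substrates.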
PI4K2A inh = blocks human PI4K2A kinase activity | Q9BTU6 | purified PI4K2A, ADP-Glo luminescence, 1 h; active compounds read low | activity change, negative = inhibition, % at 76.9 µM | 420,000 compounds, 0.13% hits; in the data active = activity change below about -50%; inconclusive = mostly about -30% to -49%;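 note: -100% = wells without enzyme as full effect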
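In this quantitative HTS, ADP production by PI4K2A was quantified luminescently after 1 h at ambient temperature; 100 microM adenosine served as plate-quality control.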
Starred values were filed as active, the others as inactive; ? = inconclusive; · = not tested or not shown; & = joins results of further samples; [ ] = remark or other dose. Unless noted, calls come from the whole dose curve; as a rule, active = well fitted inhibition curve with a large enough effect; inconclusive = small, poorly fitted or top-dose-only effect; inactive = no such curve, though single readings can be large or run the other way.

Compound | TRHR ag | D2 agonist | D2 antagonist | rTrxR1 inhibitor | USP1 inh | IDH1 R132H inh | TRHR enhancer | TrxR1 substrate | PI4K2A inh
CN(C)c1ccc(/C=C/C(=O)c2ccccc2)cc1[N+](=O)[O-] | -0.5 | -1.2 | 9 | -15% | -16% | 6% | -1 | -11% | -2
CC(NC(=O)c1ccco1)c1nc(-c2ccccc2)no1 (configuration not stated) | -0.3&-0.1 | 0.1 | 6 | 7%&13% | -9%&-19% | 0%&0% | 1&0 | -2%&0% | -2&-2
O=C(C1CCN(S(=O)(=O)c2ccc(Cl)cc2)CC1)N1CCN(c2ccccn2)CC1 | 0.4 | -0.5 | -37 | 20% | -1% | -9% | -7 | 10% | 1
Cc1ccccc1-n1nnnc1SCC(=O)N(C)C1CCS(=O)(=O)C1 (configuration not stated) | 0.8 | · | · | 8% | -14% | -14% | -1 | 4% | -1
Oc1c(C(c2cccs2)N2CCC3(CC2)OCCO3)sc2ncnn12 (configuration not stated) | -0.2 | -1.0 | 17 | 12%[57.1 µM] | -10% | 6% | -3 | -5%[57.1 µM] | 5
Cc1cc(S(=O)(=O)Nc2ccc(C(=O)N3CCN(C(=O)c4ccco4)CC3)cc2)ccc1F | 0.0 | -0.2 | -8 | 6%[57.1 µM] | -18% | 5% | 5 | -5% | 1
O=C(C1CCN(S(=O)(=O)N2CCC3(CC2)OCCO3)CC1)N1CCN(Cc2ccccc2)CC1 | 0.2 | -0.3 | -3 | -16% | -6% | 2% | -2 | 3% | -3
CN(CC(=O)Nc1ccccc1C(F)(F)F)C(=O)CSc1nnc(-c2ccncc2)n1C | · | · | · | 24% | -19% | -3% | · | 4% | -3
O=C(CN(Cc1ccccc1)C(=O)CCC(=O)Nc1nccs1)NCc1ccco1 | 0.1 | -0.1 | 3 | 3% | -13% | 5% | 9 | -7%[57.1 µM] | -1
COc1cc(C2SC[C@H]3C(=O)N(c4ccccc4)C(=O)N23)cc(OC)c1OC (some centres not stated) | -1.3 | -0.8 | · | 79µM* | -3% | 7% | -2 | -2% | -4
CCOC(=O)/C=c1\s/c(=C\c2ccccc2C)c(=O)n1CC(=O)NCc1ccc2c(c1)OCO2 | 0.3 | -1.2 | 3 | -9% | -16% | 2% | -1 | 1% | 3
COc1ccc(/C=C/C(=O)c2sc(-c3ccccc3)nc2C)cc1 | 0.1 | 0.2 | 8 | 5% | -24% | 2% | 28 | -4% | 4
C[C@H](CO)N1C[C@H](C)[C@@H](CN(C)Cc2ccc(Oc3ccccc3)cc2)Oc2c(NS(=O)(=O)c3cn(C)cn3)cccc2C1=O | · | · | · | 13%[57.1 µM] | 2% | -3% | · | 8%[57.1 µM] | 3
CCOC(=O)C1C(=O)CC(C)(O)C(C(=O)OCC)C1c1ccc(Br)cc1 (configuration not stated) | -0.1 | 0.8 | -15 | -2%[57.1 µM] | -9% | 0% | 5 | 8%[57.1 µM] | -5
NS(=O)(=O)c1cccc(NC(=O)C(Cc2ccccc2)NC(=O)c2ccccc2)c1 (configuration not stated) | 1.4 | · | · | 7% | 2% | 15% | 14 | -2% | -2
COc1ccc(S(=O)(=O)N2CCC(C(=O)Nc3cc(Cl)ccc3N3CCOCC3)CC2)cc1OC | 0.1 | · | · | 2%[57.1 µM] | -11% | -2% | -5 | -2%[57.1 µM] | -4
CC(C)OC(=O)CSc1nnc(-c2ccc(C(C)(C)C)cc2)n1N | -0.1 | 0.5 | -11 | -22% | -18% | 1% | -8 | -7% | -7
Cc1ccccc1Cn1c(C)nc2ccccc21 | -0.1 | 1.0 | 6 | 11% | -14% | 10% | -4 | -1% | -2
COC(=O)c1cc(Oc2ccc(C(=O)OC)cc2N)cc(C(=O)OC)c1 | 0.3 | 3.5 | 12 | -8%[57.1 µM] | -4% | 2% | -3 | -6%[57.1 µM] | 2
CCOc1ccc(CCNC(=O)c2ccc3c(c2)N(Cc2cccc(Cl)c2)C(=O)c2ccccc2S3(=O)=O)cc1OCC | 0.8 | 0.3 | · | 7%[57.1 µM] | -11% | 5% | -3 | -1%[57.1 µM] | -9
O=C(Cn1ncc2c3ccccc3n(Cc3ccccc3F)c2c1=O)NCCCc1ccccc1 | -0.1 | -0.3 | · | 11% | -23% | 11% | 1 | 10% | -2
COCCCNC(=S)Nc1ccc2c(c1)OCCO2 | 1.0 | -0.2 | -14 | ? | -18% | 3% | -4 | -7% | 2
c1ccc(-c2nc3c([nH]2)CCc2nonc2-3)cc1 | 0.2 | -0.6 | -16 | -39% | -2% | 7% | 2 | 5% | 0
CNC(=O)NC(=O)CN1C(=O)NC2(CCOc3ccccc32)C1=O (configuration not stated) | 0.1 | -0.9 | 31* | 22% | ? | -7% | 2 | 6% | -1
Cc1ccc2onc(CC(=O)N3CCN(c4cc(Cl)ccc4C)CC3)c2c1 | -0.6 | 0.0 | · | 22% | -13% | 0% | 30 | 3% | -1
COc1cccc(NC(=O)Cn2c(=O)n(CCc3cccc(C)c3)c(=O)c3ccccc32)c1 | 0.9 | · | · | 17% | -10% | -6% | -2 | -3% | 1
COc1ccc(CNC(=O)C(c2cccs2)N(Cc2ccco2)C(=O)Cc2cccs2)cc1 (configuration not stated) | 0.0 | 6.2 | -29 | ? | ? | -3% | 14 | -5% | -19
CCC12CN(C(=O)c3ccc(C)cc3)CC(CC)(CN(C(=O)c3ccc(C)cc3)C1)C2=O | -0.5 | 0.3 | 2 | -2% | -3% | 1% | 4 | 0% | -2
COc1ccc2cc(CN(CC3CCCO3)C(=S)NCc3ccco3)c(=O)[nH]c2c1 (configuration not stated) | 2.0 | 0.1 | -11 | -4%[57.1 µM] | -9% | 8% | -3 | -12%[57.1 µM] | ?
Cc1cc(C(=O)N/N=C2\CC(=O)CC(C)(C)C2)c(C)n1-c1ccc(F)cc1 | 0.5 | 1.0 | -14 | ? | -4% | 8% | -3 | -15% | 4

Next part
Compound | TRHR ag | D2 agonist | D2 antagonist | rTrxR1 inhibitor | USP1 inh | IDH1 R132H inh | TRHR enhancer | TrxR1 substrate | PI4K2A inh
CC1C(=O)Nc2ccc(S(=O)(=O)N3CCCCC3)cc2NC1=O (configuration not stated) | 1.9 | 2.7 | · | 20% | -6% | 6% | 3 | 6% | -21
O=C(NCCN1CCOCC1)C(=O)NCC1OCCCN1S(=O)(=O)c1ccc(F)cc1 (configuration not stated) | 0.4 | -1.4 | -16 | -8% | -6% | 4% | 1 | -8% | 0
CCCCNC(=O)C(=O)N/N=C/c1ccc(OCC(=O)Nc2cccc(OC)c2)c(OC)c1 | -0.2 | -0.6 | -6 | 64%[activator] | -18% | -3% | -6 | 57%[activator] | 6
O=C(c1ccc2nccnc2c1)N1CCN(c2ccccc2)CC1 | 0.2 | 0.4 | -2 | 32% | -23% | -10% | 5 | 7% | -1
O=C(NCCOc1cccc(Oc2ccccc2)c1)c1cc(-n2cnnc2)ccc1Cl | 0.2 | -1.3 | -1 | 4% | -13% | -5% | -2 | -4% | -5
Cc1ccc([N+](=O)[O-])cc1NC(=O)C(C)Sc1nnc(C)n1CC1CCCO1 (configuration not stated) | -0.8 | -0.2 | -2 | 14% | ? | 2% | -1 | -3% | 1
CCn1c(SCC(=O)Nc2nccs2)nnc1-c1ccco1 | 0.2 | -0.4 | 83* | 7%[57.1 µM] | -13% | -3% | 38* | 7% | 7
Cn1ncc2c(Nc3ccc([N+](=O)[O-])cc3)nc(Cl)nc21 | 4.7 | 0.7 | 9 | 15%[57.1 µM] | -11% | 24% | -1 | 2% | 1
C[C@H](NC(=O)c1nc[nH]c1C(=O)NCC(=O)OCc1ccccc1)C(=O)OCc1ccccc1 | -1.1 | 0.2 | 0 | 23% | -18% | -3% | 1 | 4% | 2
CC(=O)Nc1cc2c(cc1Cl)Cc1cc(Cl)ccc1-2 | · | · | · | 8%[2.29 µM] | -3% | 7% | · | 11%[57.1 µM] | 2
C#CCOCCOCCOCCNc1nc(N2CCN(C(=O)CCCCCCCCCCNC(=O)[C@H]([C@@H](C)CC)n3cc(CCCCN=C(N)N)nn3)CC2)nc(N2CCN(C(=O)CCCCCCCCCCNC(=O)[C@@H]([C@H](C)O)n3cc(C)nn3)CC2)n1 | 0.0 | · | · | -23% | ? | 10% | -1 | -7% | -8
O=C(c1ccc2c(=O)n(Cc3ccccc3Cl)c(=S)[nH]c2c1)N1CCCC1 | -0.1 | -0.9 | -9 | 6% | -7% | 1% | -6 | 0% | 1
COc1ccccc1-c1cc2ccccc2[nH]1 | -0.1 | · | · | 49%[activator] | -24% | 4% | -1 | 123%[activator] | 1
CCCNC(=O)Cn1nc(C(F)(F)F)c2c1CCCC2 | 0.3 | 0.1 | 9 | -11%[11.4 µM] | -18% | 5% | 2 | -1%[11.4 µM] | 1

Profiles as entered above. Order of screens: TRHR ag | D2 agonist | D2 antagonist | rTrxR1 inhibitor | USP1 inh | IDH1 R132H inh | TRHR enhancer | TrxR1 substrate | PI4K2A inh
Record of `CC1C(=O)Nc2ccc(S(=O)(=O)N3CCCCC3)cc2NC1=O` (configuration not stated) : 1.9 | 2.7 | · | 20% | -6% | 6% | 3 | 6% | -21
Record of `C[C@H](NC(=O)c1nc[nH]c1C(=O)NCC(=O)OCc1ccccc1)C(=O)OCc1ccccc1` : -1.1 | 0.2 | 0 | 23% | -18% | -3% | 1 | 4% | 2
Record of `C#CCOCCOCCOCCNc1nc(N2CCN(C(=O)CCCCCCCCCCNC(=O)[C@H]([C@@H](C)CC)n3cc(CCCCN=C(N)N)nn3)CC2)nc(N2CCN(C(=O)CCCCCCCCCCNC(=O)[C@@H]([C@H](C)O)n3cc(C)nn3)CC2)n1` : 0.0 | · | · | -23% | ? | 10% | -1 | -7% | -8
Record of `O=C(NCCN1CCOCC1)C(=O)NCC1OCCCN1S(=O)(=O)c1ccc(F)cc1` (configuration not stated) : 0.4 | -1.4 | -16 | -8% | -6% | 4% | 1 | -8% | 0

Screening data: PubChem, National Center for Advancing Translational Sciences (NCATS)
